MEKK3 PB1 HTS: modulators (inhibitors or enhancers) of MEK5 binding to human MEKK3 PB1 domain; Q99759; bead-based flow cytometry, Alexa488-MEK5 binding to MEKK3; actives lie on both sides; 0 = blocked by unlabeled MEK5, 100 = vehicle; binding response (% of control), % at 10 µM; 290,000 tested, 1.4% active; AID 1529;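 active = binding response more than 3 SD above or below the average of its plate-row segment, actives on both sides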;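 also: Alexa488 bead fluorescence after subtracting the streptavidin-only scavenger bead signal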
M18AAP inhibitor: PfM18AAP enzyme inhibition; recombinant PfM18AAP, H-Glu-NHMec fluorogenic cleavage; inhibition, % at 7.35 µM; AID 1822; 290,000 tested, 1.2% active;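 active = inhibition above the campaign mean inhibition over all tested compounds plus 3 SD, cut at about 28% in these data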;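 also: 0% = plate median of test compound wells and 100% = 2 mM ZnCl2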
OXTR agonist: human OXTR agonism | AID 2435 | 320,000 tested, 0.32% active | CHO-OTR cells, Fluo-8 calcium fluorescence; normalized: DMSO 0%, oxytocin 100% | activation, % at 3 µM;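 active = activation above the mean of all tested compounds plus 3 SD, cutoff set per screening run, cut at about 20% in these data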;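 also: peak over basal fluorescence ratio from a 100 s FLIPR kinetic read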
Target sequence (P30559 whole entry, looked up): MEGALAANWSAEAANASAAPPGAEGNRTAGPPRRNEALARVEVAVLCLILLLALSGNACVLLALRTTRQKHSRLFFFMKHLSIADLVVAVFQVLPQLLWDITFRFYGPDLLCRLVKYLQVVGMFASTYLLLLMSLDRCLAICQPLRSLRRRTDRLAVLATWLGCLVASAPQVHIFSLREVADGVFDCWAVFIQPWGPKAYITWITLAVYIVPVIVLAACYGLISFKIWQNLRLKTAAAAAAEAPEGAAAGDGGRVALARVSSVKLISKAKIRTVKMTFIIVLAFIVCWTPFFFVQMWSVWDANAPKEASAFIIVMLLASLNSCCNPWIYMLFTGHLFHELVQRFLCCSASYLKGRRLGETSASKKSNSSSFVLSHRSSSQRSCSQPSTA
NALP1 yeast inh: inhibitors of NALP1 inflammasome in yeast. AID 2071. S. cerevisiae NALP1/ASC/caspase-1 growth, X-gal OD620, 72 h. inhibition, % at 10 µM. 280,000 tested, 0.61% active; in the data active = inhibition mostly above about 24%, no sharp cut-off; inactive = mostly below about 32%; also: some compounds called inactive have numbers as strong as hits
MEKK2 WT-MEK5: raises or lowers MEK5 binding to wildtype human MEKK2 PB1 domain | Q9Y2U5 | bead flow cytometry, Alexa488-MEK5 binding to MEKK2 WT; actives lie on both sides | binding response (% of control), % at 10 µM | 290,000 tested, 1.1% active; in the data active = binding response below about 67% or above about 130%
GPR7 antagonist: antagonists of human GPR7 (neuropeptides B/W receptor 1); 290,000 tested, 1.1% active; inhibition, % at 4.4 µM; P48145; GPR7-expressing cells, fluorescence antagonist assay; in the data active = inhibition above about 16%, passing the limit was not always enough;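 also: cells stimulated with the agonist NPW; 0% = agonist with vehicle and 100% = vehicle without agonist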
Target sequence (P48145 whole entry, looked up): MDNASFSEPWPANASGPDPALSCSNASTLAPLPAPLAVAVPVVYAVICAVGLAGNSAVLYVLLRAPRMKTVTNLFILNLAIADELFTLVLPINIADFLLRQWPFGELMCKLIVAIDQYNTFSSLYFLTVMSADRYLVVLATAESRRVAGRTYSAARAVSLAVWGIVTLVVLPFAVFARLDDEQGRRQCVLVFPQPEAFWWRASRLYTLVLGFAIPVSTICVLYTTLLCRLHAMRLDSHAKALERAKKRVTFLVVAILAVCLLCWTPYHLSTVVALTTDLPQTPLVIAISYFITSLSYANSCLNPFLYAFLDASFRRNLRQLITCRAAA
MEKK2mut PB1 HTS: signal of MEK5 binding to mutant human MEKK2 PB1 domain | bead flow cytometry, Alexa488-MEK5 binding to MEKK2 mutant | percent response, % at 10 µM | 290,000 tested, 0.35% active; in the data active = percent response above about 24%, passing the limit was not always enough; also: inactives centre near 1; some results filed as inactive read as strong as hits; reference of the scale not given here
PHOSPHO1 block: PHOSPHO1 (human) inhibition | 290,000 tested, 1.1% active | Q8TCT1 | inhibition, % at 13.3 µM | recombinant PHOSPHO1, absorbance phosphatase assay; in the data active = inhibition above about 60%
Target sequence (Q8TCT1 whole entry, looked up): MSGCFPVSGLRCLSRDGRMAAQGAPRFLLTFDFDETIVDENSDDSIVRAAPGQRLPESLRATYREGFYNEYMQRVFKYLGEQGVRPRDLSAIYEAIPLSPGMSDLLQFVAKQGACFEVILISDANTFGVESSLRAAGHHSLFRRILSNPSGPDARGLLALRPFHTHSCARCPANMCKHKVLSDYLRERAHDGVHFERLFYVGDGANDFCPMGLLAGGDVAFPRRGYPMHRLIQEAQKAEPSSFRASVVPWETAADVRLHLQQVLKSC
DNA FID counter: counter-screen for HCV NS3 helicase inhibitors: DNA intercalator displacement; DNA fluorescent intercalator displacement, fluorescence; inhibition, % at 7.9 µM; 290,000 tested, 0.17% active; in the data active = inhibition above about 37%;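 also: 0% = vehicle and 100% = reference compound; higher means more ethidium bromide displaced from hairpin DNA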
Numbers without * were called inactive; i = inactive; nt = no result given; [ ] = another dose, or the depositor's remark.

no.	molecule	MEKK3 PB1 HTS	M18AAP inhibitor	OXTR agonist	NALP1 yeast inh	MEKK2 WT-MEK5	GPR7 antagonist	MEKK2mut PB1 HTS	PHOSPHO1 block	DNA FID counter
1	O=C(NC1CCCCC1)C(c1c(F)cccc1Cl)N(C(=O)c1csnn1)C1CC1 (stereo not given)	97	-3	-0.9	21	96	8	-3	14	-28
2	COc1ccc(Nc2cc(C)nc(N)n2)cc1	120	-1	0.9	13	112	-9	13	10	-3
3	CC(Sc1ccccc1)C(=O)NN=C1CCCC1 (stereo not given)	91	-3	-2.4	-2	98	4	-5	-11	-4
4	CCOC(=O)CN1N=C(/C=C/c2ccc(C(C)C)cc2)CCC1=O	94	-2	-2.1	4	88	-5	-11	28	-37
5	CCOC(=O)C1(Cc2cccc(OC)c2)CCCN(C(=O)c2ccccc2C)C1 (stereo not given)	95	0	8.0	14	91	12	-2	2	-43
6	Cc1cc(C)nc(N/N=C/c2cccc(Cl)c2)n1	104	-1	-0.9	13	92	-4	-5	-39	-5
7	CCOCCn1c(SCc2cccc(C)c2)nc2c1c(=O)[nH]c(=O)n2C	99	0	-1.0	5	102	6	5	17	-26
8	Cc1c(C#N)c2ccccc2n1CC(=O)NC(C)c1ccccc1 (stereo not given)	88	-1	2.1	11	97	1	1	22	-7
9	O=S(=O)(c1ccc(Br)cc1)c1nc(-c2ccco2)oc1NCC1CCCO1 (stereo not given)	101	10	0.6	-6	84	3	-35	34	-15
10	COc1ccc(/C=N/NC(=O)CCn2c3ccccc3c3ccccc32)cc1OC	101	3	1.7	10	106	-3	0	5	-10
11	Cn1c(C(=O)NCc2ccco2)cc2c(=O)[nH]c3ccccc3c21	75	10	-0.6	12	75	-9	-7	15	-15
12	c1ccc(CSc2ncnc3sccc23)cc1	100	6	-2.0	12	99	-16	-4	-9	-3
13	Cc1ccc(NS(=O)(=O)c2ccc(Cl)s2)nc1	102	-4	0.5	21	105	-10	3	38	-3
14	COc1ccc(CN2CCNC(=O)C2CC(=O)N(Cc2nccn2C)C(C)C)c(OC)c1 (stereo not given)	86	0	-0.4	i	90	-11	-14	22	-5
15	Cc1c(Cc2ccccc2)c(=O)oc2cc(O)ccc12	98	3	1.0	-69	97	0	-2	12	-8
16	CC/C(Cc1ccccc1)=N\NC(=O)c1cc(C)oc1C	107	-3	-1.0	31	115	-2	29	6	-2
17	COc1ccc2[nH]c(=O)c(CN(C(=O)c3cccnc3)c3ccccc3C)cc2c1	89	1	-0.3	14	88	-3	-19	24	-30
18	CSc1nccc(-c2sc(SC)c(C#N)c2-c2ccccc2)n1	97	-8	-0.3	-3	95	3	-7	8	0
19	CC(C)C(C(=O)Nc1ccc2c(c1)OCCOCCOCCOCCO2)N1C(=O)c2ccccc2C1=O (stereo not given)	102	0	0.0	29	99	-4	-2	1	-23
20	CCCc1cc(=O)oc2cc(OCC(=O)OC)cc(OCC(=O)OC)c12	102	16	nt	-8	101	1	7	-38	0
21	Cc1cnc(NC(=O)Cn2cnc3c2c(=O)n(C)c(=O)n3C)s1	136*	-1	0.2	nt	118	-15	28	19	-2
22	COc1cccc(N(CC(=O)NCc2ccco2)C(=O)CCC(=O)Nc2nccs2)c1	95	2	0.1	nt	100	4	1	0	-28
23	O=C(CSc1ncn(-c2ccccc2)n1)Nc1ccc2c(c1)OCCO2	101	1	-0.2	2	98	-3	4	62*	-15
24	COc1ccc(/C=N/NC2=NS(=O)(=O)c3ccccc32)cc1OC	104	2	0.8	-11	104	-7	6	25	-6
25	O=C(c1ccco1)N1CCN(C(=O)C2CCN(S(=O)(=O)c3cccc4nsnc34)CC2)CC1	101	1	-0.9	nt	105	0	2	nt	-9
26	Cc1ccc(-c2nn3c(C)nnc3s2)cc1NC(=O)COc1ccc(Cl)cc1	105	0	-1.3	-8	101	-8	4	-11	-3
27	C[C@]12CS(=O)(=O)C[C@H]1SC(=S)N2c1ccccc1	89	25	0.9	19	99	12	-28	-4	-2
28	COC(CSc1ncnc2c1oc1nc3c(cc12)COC(C)(C)C3)OC	98	-10	1.0	15	96	-9	-2	35	-9
29	Cc1cc(N2C(=O)C(O)=C(C(=O)c3cc4ccccc4o3)C2c2cccc(Br)c2)no1 (stereo not given)	94	23	3.8	-1	88	8	-4	45	-37
30	O=C(c1ccc([N+](=O)[O-])o1)N1CCOCC1	99	7	0.0	7	98	0	0	23	-1
31	O=C(CN(C(=O)CNC(=O)c1cccs1)c1ccccc1F)NC1CCCCC1	101	-2	1.6	19	101	-5	0	14	-32
32	CC(=O)CSc1nc(-c2ccccc2)c(-c2ccccc2)o1	103	2	2.6	-2	100	-14	-1	36	-24
33	CC(C)(c1ccccc1)c1ccc(OCC2CO2)cc1 (stereo not given)	101	-18	-2.4	-56	94	-7	-5	-13	-25
34	Cc1cc(OCC(=O)NC2CC(C)(C)NC(C)(C)C2)c(C)cc1Br	89	0	0.4	23	99	5	1	28	25
35	C=CCN1C(c2ccc(OCC)cc2)=CS/C1=C(\C#N)c1nnc2n1CCCCC2	107	7	1.5	13	106	-15	7	10	-32
36	CCCc1ccc(OC(=O)c2cccs2)cc1	100	-1	0.5	32	104	-5	5	10	-3
37	O=C(c1cccc([N+](=O)[O-])c1)N1CCCC(C(=O)N2CCc3ccccc3C2)C1 (stereo not given)	99	-7	0.3	23	103	6	-1	11	-30
38	O=C(COC(=O)Cc1cccc(C(F)(F)F)c1)Nc1ccccc1	104	3	-0.7	37	99	-2	12	-11	-8
39	COc1ccc(-c2nnc(SCC(=O)c3ccc4c(c3)OCCO4)o2)cc1	107	0	0.4	nt	109	-1	7	nt	-3
40	Cc1cccc(C)c1NC(=O)NC1(C(=O)N2CCCC2)CCCCC1	102	-11	0.9	1	96	-3	-1	37	-8
41	O=C(Nc1ccc(Cl)cn1)C1CCCN1S(=O)(=O)c1cccc2ccccc12 (stereo not given)	102	7	-0.6	-1	100	-6	4	11	-16
42	CCCC(=O)Nc1ccc(C(=O)NCc2ccccn2)cc1	100	-2	-0.6	13	99	-11	-2	-11	-3
43	Cc1ccc(CN2CCN(Cc3cccc(OCCO)c3)CC2CCO)o1 (stereo not given)	96	2	0.8	-12	94	-14	-3	10	0
44	CSc1nc(O)c(C(c2ccc(C)cc2)c2c(O)nc(SC)[nH]c2=O)c(=O)[nH]1	105	-8	1.0	-2	108	-2	13	8	-1
45	CN1CCc2c(sc3nc(NN)n(-c4ccc(Cl)cc4)c(=O)c23)C1	97	15	0.1	12	99	-5	5	23	-6
46	COc1ccc(NC(=O)C2=C(C)Nc3nc(CCCO)nn3C2c2ccc(OC)c(OC)c2)cc1 (stereo not given)	104	2	0.8	7	103	9	2	34	-5
47	C[C@@H](NC(=O)C(=O)c1c[nH]c2ccccc12)c1ccccc1	97	nt	-0.5	nt	93	nt	0	nt	nt
48	O=C(N/N=C/c1cccn1-c1ccc(O)cc1)c1cccc2ccccc12	102	11	3.0	-10	104	-4	4	49	-20
49	O=C(NCc1ccccc1F)C1CCC(=O)N(Cc2ccc(Cl)cc2)C1 (stereo not given)	102	0	0.1	1	103	-1	4	34	-26
50	COc1cc(C2NC(=O)NC(C)=C2C(=O)OCC2CCCCC2)ccc1O (stereo not given)	98	-7	-0.2	9	98	-9	1	24	-19

The list continues:
no.	molecule	MEKK3 PB1 HTS	M18AAP inhibitor	OXTR agonist	NALP1 yeast inh	MEKK2 WT-MEK5	GPR7 antagonist	MEKK2mut PB1 HTS	PHOSPHO1 block	DNA FID counter
51	O=C(c1ccco1)N1CCC(c2nc3c(nnn3Cc3c(Cl)cccc3Cl)c(=O)[nH]2)CC1	102	4	-0.6	14	98	32	-5	10	-36
52	CCOc1ccc(CC(=O)NCCc2cnc[nH]2)cc1	107	-15	0.2	19	106	4	6	27	-6
53	O=C(NC12CC3CC(CC(C3)C1)C2)N1CC2Cc3cccc(=O)n3C(C2)C1 (stereo not given)	105	4	0.3	2	105	-1	9	7	-3
54	CCCCn1c(SCC(=O)c2ccc3c(c2)OCCO3)nnc1-c1ccoc1C	nt	4	-0.3	2	nt	-2	nt	-70	-6
55	Cc1ccccc1C(=O)N1CCN(c2ccc(NC(=O)c3ccc4c(c3)OCO4)cc2)CC1	100	1	3.7	2	96	0	-6	40	-25
56	Cc1ccc(C)n1-c1nn(S(=O)(=O)c2cccc(C(F)(F)F)c2)c2cccc(F)c12	101	-6	-2.6	nt	99	7	0	37	-15
57	CN(Cc1ccon1)C(=O)CC1C(=O)NCCN1Cc1cccc(Oc2ccccc2)c1 (stereo not given)	107	2	1.8	0	104	-2	-9	23	-12
58	O/N=C/c1cc(Br)cc(Br)c1OCc1ccccc1	107	0	-2.6	nt	104	-9	4	-20	0
59	C=CCn1c(C)cc(C(=O)COC(=O)COc2ccccc2C#N)c1C	116	1	2.1	-9	105	-4	4	-3	-5
60	CC(c1ccccc1)n1cnc2ccccc21 (stereo not given)	104	-2	-1.4	9	104	-3	2	-18	-4

Complete entries, looked up by structure. Order of values: MEKK3 PB1 HTS, M18AAP inhibitor, OXTR agonist, NALP1 yeast inh, MEKK2 WT-MEK5, GPR7 antagonist, MEKK2mut PB1 HTS, PHOSPHO1 block, DNA FID counter
`CC(c1ccccc1)n1cnc2ccccc21` (stereo not given) is listed as 104, -2, -1.4, 9, 104, -3, 2, -18, -4
`CCCCn1c(SCC(=O)c2ccc3c(c2)OCCO3)nnc1-c1ccoc1C` is listed as nt, 4, -0.3, 2, nt, -2, nt, -70, -6
`O/N=C/c1cc(Br)cc(Br)c1OCc1ccccc1` is listed as 107, 0, -2.6, nt, 104, -9, 4, -20, 0

Carrying on.
no.	molecule	MEKK3 PB1 HTS	M18AAP inhibitor	OXTR agonist	NALP1 yeast inh	MEKK2 WT-MEK5	GPR7 antagonist	MEKK2mut PB1 HTS	PHOSPHO1 block	DNA FID counter
61	COc1cccc(C(=O)Nc2ccc(NC(=O)C3CC3)nc2)c1	102	11	0.5	5	99	-11	0	16	-20
62	O=C(Cn1cc(S(=O)(=O)N2CCN(c3ccccc3F)CC2)c2ccccc2c1=O)NCCCN1CCCCCC1	3.0*[inhibitor]	-1	-1.0	-4	7.0*[inhibitor]	-12	-45	-10	2
63	COc1ccc(N(CC(=O)N2CCC(Cc3ccccc3)CC2)S(C)(=O)=O)cc1	102	4	-0.5	15	96	0	1	44	-38
64	CC(C)C(NC=C1C(=O)OC(C)(C)OC1=O)C(=O)O (stereo not given)	96	6	1.9	25	100	-4	5	22	2
65	O=[N+]([O-])c1cc(/C=N\Nc2ccccn2)ccc1Cl	104	-10	0.3	21	104	-3	0	4	6
66	N#Cc1cc(-c2ccccc2)c[nH]c1=O	115	3	1.0	18	111	-3	4	22	-2
67	COC(=O)/C(=C\Nc1ccccc1N)c1ncc(C(F)(F)F)cc1Cl	104	3	-3.1	16	100	-10	11	4	0
68	N#C/C(=C/c1ccc(O)c([N+](=O)[O-])c1)C(=O)Nc1ccccc1	96	4	0.9	11	97	-6	-6	-10	2
69	CSC1=NSC2=NC(=O)/C(=C\c3cccs3)C(=N)N12	107	-5	1.9	32	101	-2	-2	-3	-2
70	CN(C)CCCN(C(=O)c1cc2ccccc2oc1=O)c1nc2ccc(F)cc2s1	114	-3	4.4	24	134	-8	48	-14	9
71	O=C(CCc1ccccc1)Nc1ccc2c(c1)OCO2	104	-11	-0.3	nt	106	-5	5	nt	-3
72	NC(=O)c1nsc(C(=O)N(c2cccc(F)c2)C(C(=O)NC2CCCC2)c2ccc(O)cc2)c1N (stereo not given)	103	2	-0.5	1	99	9	5	4	-17
73	CN1C(C(=O)c2ccccc2)=C(N)c2ccccc2S1(=O)=O	100	-3	1.0	-10	103	-2	1	64*	-8
74	O=C(N/N=C/c1ccc(Br)s1)c1ccc([N+](=O)[O-])cc1	90	-2	0.6	16	95	4	-2	28	9
75	CCc1noc(C)c1C(=O)N1CCCC(CCC(=O)NCc2cccc(OC)c2)C1 (stereo not given)	92	-4	-0.3	9	93	-7	-4	26	-18
76	COc1ccc(C2=Nn3c(nnc3-c3ccncc3)SC2)cc1	95	10	-0.5	34	93	-9	-7	29	-14
